High-throughput results from PubChem.
iPSC survival up: increases survival of single human iPS cells; AID 602274; hiPSC single-cell survival, ATPlite luminescence; 100% = ROCK inhibitor wells, 0% = DMSO; survival enhancement, % at 20 µM; 0.044% of 360,000 active; in the data active = survival enhancement above about 18%;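 also: cells exposed to compounds for 16 hours before the ATP read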
CF NFkB block: blocks PAF-induced NF-kB reporter in cystic fibrosis cells; AID 588850; inhibition, % at 5 µM; KKLEB NF-kB-GFP reporter, GFP fluorescence overnight; 0.86% of 360,000 active;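 active = at least 50% inhibition at 5 µM, scaled per plate between neutral and stimulator controls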;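 also: PAF is a Pseudomonas aeruginosa culture filtrate used as stimulus; plate controls were PAF-stimulated DMSO wells for no effect and unstimulated DMSO wells for full effect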
Peg3 promoter: Peg3 promoter activity inhibition. AID 588405. 1.7% of 360,000 active. HeLa PEG-Prom luciferase reporter, luminescence, overnight. inhibition, % at 20 µM;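 active = inhibition of at least 50% at 20 µM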
HIF-2a inh: blocks HIF-2a reporter activity; 786-0 RCC cells HIF-2a reporter, luciferase luminescence, overnight; inhibition, % at 18.8 µM; 0.72% of 360,000 active; AID 624352;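 active = inhibition of the luminescence signal of 40% or more relative to plate controls, in a single-dose primary screen at 18.75 µM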
NR2E3 ag-1: human photoreceptor-specific nuclear receptor agonism; Q9Y5X4; CHO-S Gal4-NCOR/VP16-NR2E3 two-hybrid, luciferase; inhibition of corepressor binding, % at 3.98 µM; 0.35% of 360,000 active; AID 602229;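 active = inhibition above the mean of all tested compounds plus 3 SD, cut at about 70% in these data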;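 also: 0% = DMSO with NR2E3 transfected cells and 100% = cells lacking NR2E3 construct; higher means lower luciferase signal from less NR2E3 corepressor binding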
Target sequence (Q9Y5X4 whole entry, looked up, the tested form may be a part): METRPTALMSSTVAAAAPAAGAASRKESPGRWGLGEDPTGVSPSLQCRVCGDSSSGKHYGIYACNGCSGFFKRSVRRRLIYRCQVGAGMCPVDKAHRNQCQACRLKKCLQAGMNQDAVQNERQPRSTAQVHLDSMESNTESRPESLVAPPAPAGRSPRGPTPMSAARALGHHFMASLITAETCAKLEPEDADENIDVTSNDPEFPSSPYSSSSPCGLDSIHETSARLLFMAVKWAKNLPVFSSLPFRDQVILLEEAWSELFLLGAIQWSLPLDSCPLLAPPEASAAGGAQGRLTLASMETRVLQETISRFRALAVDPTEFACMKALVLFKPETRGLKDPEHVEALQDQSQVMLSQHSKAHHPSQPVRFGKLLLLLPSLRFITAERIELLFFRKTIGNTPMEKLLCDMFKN
KKLEB cytotox: CF airway cell cytotoxicity counter-screen; KKLEB CF airway cells viability, ATPlite luminescence, overnight; stronger effect = lower value; cells stimulated with P. aeruginosa culture filtrate; 0.36% of 360,000 active; activity change (cytotoxicity), % at 5 µM;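 active = corrected activity change at or below -50% at 5 µM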
Shn3 3UTR inh: reduces Shn3 3'UTR luciferase signal in osteoblasts. Clone20 osteoblast Shn3 3'UTR firefly luciferase, 24 h. inhibition, % at 12.5 µM. 0.52% of 360,000 active. AID 588674;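 active = mean inhibition of at least 75% with every replicate also reaching 75%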;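 also: 0% = median of neutral control wells and 100% = pilot-screen positive control compound; some compounds past the cut are filed as inactive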
LMP1 NFkB inh: Epstein-Barr LMP1 NF-kappaB reporter inhibition; 0.69% of 350,000 active; LMP1-induced NF-kappaB luciferase reporter cells, luminescence; inhibition, % at 12.5 µM; in the data active = inhibition above about 41%;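 also: 0% = neutral control wells and 100% = reference inhibitor control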
TRAIL sens C8: caspase-8 TRAIL sensitization; NB7+C8 cells + TRAIL, ATPlite viability luminescence; inhibition (viability loss, TRAIL sensitization), % at 10 µM; 1% of 360,000 active;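 active = compounds causing at least 50% loss of cell viability in the single-dose screen, relative to plate controls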
TRPM1 prom inh: inhibitors of MITF-driven TRPM1 promoter in melanoma cells; SK-MEL-5 TRPM1 promoter luciferase, 24 h; inhibition, % at 12.5 µM; 0.83% of 330,000 active; AID 488899;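 active = mean inhibition across replicates of 60% or more, whatever share of single replicates reaches that level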; also: values of inactives mirror those of a sister screen read the other way
NR2E3 ag-2: agonists of human nuclear receptor NR2E3 | GST-NR2E3/biotin-RetCOR TR-FRET, 1536-well | AID 2300 | 0.12% of 320,000 active | Q9Y5X4 | inhibition of corepressor binding, % at 4.78 µM;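 active = percent inhibition above the cutoff of mean plus 3 SD of all tested compounds, set per screening campaign, cut at about 20% in these data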;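 also: 0% = DMSO wells and 100% = biotin wells as full block of FRET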
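Test system: GST-NR2E3 and biotin-RetCOR proteins | Quantity: 1.35 nM GST-tagged NR2E3 final | Medium: Tris pH 7.5 | Also added: 7 nM biotin-RetCOR | Dosing: Compound at 4.8 µM, single dose | Timing: 5 h at 4 °C | Detection: Time-resolved FRET | Read-out basis: Percent inhibition | Benchmarks: Biotin wells as high control, 0.6% DMSO wells as low control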
* = called active by the depositor; x = not tested or not shown.

SMILES	iPSC survival up	CF NFkB block	Peg3 promoter	HIF-2a inh	NR2E3 ag-1	KKLEB cytotox	Shn3 3UTR inh	LMP1 NFkB inh	TRAIL sens C8	TRPM1 prom inh	NR2E3 ag-2
Cc1ccc(-n2ccc(=O)c(C(=O)Nc3ccc(S(=O)(=O)Nc4nccc(C)n4)cc3)n2)cc1	0.4	2	12	14	-12	-4	-7	-3	15	-6	1
O=C(CCn1cccc1)NCc1ccccc1	4.3	-6	-1	11	18	-1	-2	7	-24	16	-4
Cc1csc(CNC(=O)C2CCC(=O)N(CCCc3ccccc3)C2)n1 (configuration not stated)	-0.4	-6	0	-1	2	-2	4	-4	-2	4	0
O=C(Nc1ccc2c(c1)OCCO2)C1CCCN1C(=O)Nc1ccccc1 (configuration not stated)	1.9	-22	5	5	38	-6	1	1	-7	-2	1
CC(C)N(Cc1cc2ccccc2[nH]c1=O)C(=O)c1cccc([N+](=O)[O-])c1	0.4	5	16	4	-8	-7	5	-3	-20	-4	-1
Cc1sc2nc(CN(C(=O)NC3CCCCC3)C3CCCC3)[nH]c(=O)c2c1C	1.1	-7	16	15	-4	11	1	-6	10	15	1
O=C(c1ccc(-n2cncn2)c([N+](=O)[O-])c1)N1CCN(S(=O)(=O)c2c(F)cccc2F)CC1	-0.3	-3	11	6	-32	12	12	2	-11	0	2
CCCc1nnc(SCC(=O)N2CCCC(C)C2)n1CCCOC (configuration not stated)	-2.5	2	4	7	-12	-12	-3	0	3	4	1
CCOC(=O)N1CCN(C(=O)c2ccc(Cl)c(S(=O)(=O)Nc3ccccc3)c2)CC1	-0.7	5	-3	5	-14	-1	x	7	9	-5	0
O=C(N/N=C/C(Cl)=C/c1ccccc1)c1ccc2c(c1)OCO2	0.2	5	-134	-212	-41	4	-37	-8	25	-39	-1
COc1cc2c(cc1NC(=O)C(C)Sc1cccc[n+]1[O-])oc1ccccc12 (configuration not stated)	-1.1	-14	-159	-182	-109	-2	-77	-23	1	1	-3
O=C(NCCN1CCCC1)C1CC(=O)N(C2CCCCC2)C1 (configuration not stated)	1.4	-8	5	15	-13	6	-5	3	-11	3	-1
COc1nn(CC(=O)N2N=C(C)CC2(O)C(F)(F)F)cc1[N+](=O)[O-] (configuration not stated)	0.6	-3	19	21	-22	11	1	3	7	11	-3
C=C1c2ccccc2S(=O)(=O)N(Cc2ccccc2)C1COCc1ccccc1 (configuration not stated)	-1.7	-14	-34	13	13	-6	-12	-2	-2	-2	3
CCOC(=O)Cn1c(=O)oc2cc(S(=O)(=O)NCCC(C)C)ccc21	0.0	8	7	13	-1	-6	2	3	-6	5	3
CCOC(=O)C1CCN(C(=O)c2cc3cc4cc(OC)ccc4nc3o2)CC1	1.6	-3	-176	-127	-35	0	-29	-7	-5	-31	3
CCc1cc2c(-c3ccccc3)cc(=O)oc2cc1OC(C)C(C)=O (configuration not stated)	1.4	22	-8	-24	-16	-13	17	-4	-7	-17	2
Nc1ccc(C(=O)N/N=C/c2c[nH]c3ccccc23)cc1	0.2	8	-58	-62	-33	-4	-34	9	27	-11	-1
Cc1ccc(CSCCNC(=O)CN(c2ccccc2)S(C)(=O)=O)cc1	1.7	6	-1	3	-37	-9	-3	-2	4	-3	2
CC1(C)CC(=O)C2=C(C1)Oc1ncn3nc(-c4cccnc4)nc3c1C2c1ccccc1 (configuration not stated)	8.4	10	25	26	0	-13	10	-1	6	7	x
Cc1ccc(NC(=O)Cn2cc(S(=O)(=O)c3ccc(C)cc3)c(=O)c3cc(F)ccc32)cc1	-1.3	0	-13	-6	-15	-3	7	-18	23	10	-2
NC(=O)C1CCCN(C(=O)c2ccc(-c3cccc(Cl)c3Cl)o2)C1 (configuration not stated)	0.6	-4	-284	-206	-138	18	-128	-28	-2	-80	x
COc1nc2ccccc2nc1N1CCN(Cc2ccc3c(c2)OCO3)CC1	-0.1	-14	7	1	-24	4	-3	-1	2	-7	x
CCOc1cc(S(=O)(=O)N2CCC(c3nc4ccccc4s3)CC2)c(OCC)cc1S(=O)(=O)N1CCCCC1	2.0	22	23	-8	-15	-10	-6	-7	-10	12	4
CCC(=O)N1N=C(c2ccc(NS(C)(=O)=O)cc2)CC1c1ccc(C)cc1 (configuration not stated)	-0.9	-33	-37	-70	-36	7	40	9	3	-11	1
C[C@@H]1CN([C@@H](C)CO)S(=O)(=O)c2ccc(Br)cc2O[C@@H]1CN(C)S(=O)(=O)c1cn(C)cn1	-0.8	12	0	9	6	2	-1	-10	-8	x	x
CCS(=O)(=O)N1CCC(C(=O)NCCc2ccccc2)CC1	0.1	12	-12	-7	-10	2	-16	3	-10	-9	0
Cc1ccccc1/C=N/NC(=O)Cc1ccc(Cl)cc1	1.0	-7	-5	-33	5	0	17	-8	6	-4	4
CCC(=O)N1CCCC(C(=O)Nc2nc3ccccc3[nH]2)CC1 (configuration not stated)	-0.5	-21	-72	-73	-7	1	-17	x	4	x	x
CC(=O)CCCC(NS(=O)(=O)CCC(Cl)(Cl)Cl)c1ccccc1 (configuration not stated)	1.4	-7	3	13	2	5	-16	-1	5	-5	1
Cc1cc2c(cc(C(=O)OCC(=O)NC3CCCCC3)n2C)o1	1.4	-35	-152	-213	-3	27	-26	-9	-9	-38	x
CCC12CN3CCN(CC(C3)/C1=N\NC(=O)c1ccc(C(C)(C)C)cc1)C2	-0.2	-21	-5	8	-1	14	0	-7	2	-2	2
Cc1nn(-c2ccc(Cl)c(Cl)c2Cl)c(=O)c2ccccc12	0.4	15	20	11	8	5	1	9	-4	-3	3
CC(=O)N1N=C2c3ccccc3CCC2C1c1ccc(F)cc1 (configuration not stated)	-0.6	-8	26	13	-20	-5	12	x	4	x	7
COc1ccc(CC(=O)Nc2cc(C)ccn2)cc1	-1.3	16	-43	-117	-6	0	-6	-3	1	-8	1
COc1ccc(C#Cc2ccc(C3=CC(=O)CC(C)(C)C3=O)cc2)cc1	-2.2	22	-115	-181	-84	-13	-5	-10	8	x	x
CC(C)Cn1c2c(c(=O)[nH]c1=O)C(C(F)(F)F)(C(F)(F)F)N=C(CCC1CCCCC1)N2	-1.8	8	30	9	-7	-18	21	3	19	42	4
CC(C)CCNc1nc2ccccc2nc1NS(=O)(=O)c1cccs1	-0.5	-17	-5	16	15	-5	1	1	-14	10	-2
O=C(OCC1OC(n2ncc(=O)[nH]c2=O)C(OC(=O)c2ccccc2)C1OC(=O)c1ccccc1)c1ccccc1 (configuration not stated)	-1.6	9	29	27	2	19	-6	-10	-8	x	-2
O=C(CN1C(=O)C2C3C=CC(C3)C2C1=O)Nc1ccc2nccnc2c1 (configuration not stated)	-1.0	-14	3	4	-30	3	-8	1	-1	-16	3
CCOC(=O)c1ccc(-c2ccc(/C=N/NC(=O)c3cncc(Br)c3)o2)cc1	-0.4	-10	-186	-100	-64	-14	-62	x	22	x	-1
CCC(CC)c1nnc(NC(=O)C2CSC3(C)CCC(=O)N23)s1 (configuration not stated)	0.1	-1	26	13	-31	3	-10	-5	5	3	1
NC(=O)c1cccc([N+](=O)[O-])c1	-0.1	0	8	9	1	8	0	-7	-2	-2	-4
C/C(=N\NC(=O)c1cccc(S(=O)(=O)N2CCCC2)c1)c1cccs1	0.0	-1	-84	-80	-11	8	-54	-10	-11	-19	-6
O=C(N1CCN(c2ccccc2F)CC1)C1(c2cccs2)CCOCC1	-1.0	2	15	9	-19	-2	11	0	-11	16	-3
O=C(COn1nnc2ccccc21)NCC1CCCCC1	-1.1	-10	-172	-213	-69	-1	-51	-21	-24	-35	0
COc1cc2c(cc1OC)C(c1ccccc1[N+](=O)[O-])=NCC2	-0.8	-8	10	7	-11	-5	5	x	5	x	x
Cc1cc(C)nc(NS(=O)(=O)c2ccc(N3C(=O)c4ccccc4C3=O)cc2)n1	3.7	2	16	4	-11	-8	-14	-9	7	4	-3
O=C(c1ccc(Cl)cc1)c1c[nH]c(C(=O)NNc2cccc(Cl)n2)c1	0.4	-8	17	6	12	4	-1	-15	-5	-4	3
Cc1nc(-c2ccccc2)nc2[nH]c(-c3ccccc3)cc(=O)c12	-1.5	-70	0	-58	12	13	-13	-6	29	-20	2
COc1ccc(-c2cc3ccc(OCc4nn[nH]n4)cc3oc2=O)cc1	-4.3	-16	19	-24	-24	16	14	36	57*	8	1
O=C(c1ccccc1F)N1CCN(c2ccc([N+](=O)[O-])c(NCc3cccnc3)c2)CC1	3.7	9	20	20	-7	-2	16	x	16	x	2
COc1cccc(CNC(=O)CCS(=O)(=O)c2cccc3nsnc23)c1	-1.8	9	10	7	2	-6	13	-1	-16	4	0
OCC1(CCOc2ccccc2)CCN(Cc2ccccc2OC(F)F)CC1	-0.5	-9	1	0	6	-3	1	5	2	-9	0
O=C(Oc1ccc(C(=S)N2CCCCC2)cc1)c1ccccc1	-0.5	19	-9	7	-3	13	0	-11	-9	5	4
O=[N+]([O-])c1ccc(Sc2n[nH]c(-c3ccccc3)n2)nc1	-0.1	17	-60	-113	-36	-10	-5	-13	1	-23	1
O[C@@H]1CN(Cc2cccs2)[C@@H](c2ccc(Cl)cc2)C[C@H]1n1cc(-c2ccc(F)cc2)nn1	-1.2	6	44	-11	13	-15	6	-11	38	x	x
CN(CCOC(=O)c1cccc(F)c1)Cc1ccccc1	-0.3	15	10	18	-24	-18	5	0	-5	13	2
CCOC(=O)C(=Cc1ccc(OCc2ccc([N+](=O)[O-])cc2)c(OC)c1)C(=O)OCC	-5.8	54*	58*	93*	-22	-3	84	-7	31	4	2
CSc1ccc(C(=O)NCC(=O)O)cc1[N+](=O)[O-]	-0.6	-5	-1	18	-9	9	3	2	2	8	-1
CC(C)CN(C(=O)CCNC(=O)c1ccc([N+](=O)[O-])cc1)C1CCS(=O)(=O)C1 (configuration not stated)	-2.9	1	5	4	-14	-4	-14	4	13	4	x
CNC(=O)COC(=O)c1ccc(OCC(=O)Nc2ccccc2OC)c(OC)c1	-2.0	2	-18	-12	-31	4	-10	3	1	-21	-2

In another format: entries from further up
canonical_smiles,iPSC survival up,CF NFkB block,Peg3 promoter,HIF-2a inh,NR2E3 ag-1,KKLEB cytotox,Shn3 3UTR inh,LMP1 NFkB inh,TRAIL sens C8,TRPM1 prom inh,NR2E3 ag-2
Cc1nc(-c2ccccc2)nc2[nH]c(-c3ccccc3)cc(=O)c12,-1.5,-70,0,-58,12,13,-13,-6,29,-20,2
COc1ccc(-c2cc3ccc(OCc4nn[nH]n4)cc3oc2=O)cc1,-4.3,-16,19,-24,-24,16,14,36,57*,8,1
O=C(c1ccccc1F)N1CCN(c2ccc([N+](=O)[O-])c(NCc3cccnc3)c2)CC1,3.7,9,20,20,-7,-2,16,x,16,x,2
COc1cccc(CNC(=O)CCS(=O)(=O)c2cccc3nsnc23)c1,-1.8,9,10,7,2,-6,13,-1,-16,4,0

These rows are one share of the data. The share of hits here may be higher or lower than overall.
